Source: PubChem
AT treatment – candidate therapy for ataxia-telangiectasia. […] A-T fibroblasts, KAP-1 phosphorylation AlphaLISA; neocarzinostatin DNA damage 30 min before lysis. Potency, µM (top dose mostly 57.5 µM), for the others: top-dose activation, hits mostly activators. hit rate 0.19% among 320,000; note: potency is the fitted concentration of half-maximal effect; % of control where 0% means no effect; nearly all actives have a fitted effect of over 45% in size
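hTERT-immortalized A-T patient fibroblasts ([…]), 500 cells/well in OPTI-MEM, 1% FBS, got compounds for 60 min, then NCS for 30 min at 37C. Lysates were then assayed for phospho-KAP-1 by AlphaLISA (anti-pKAP1 donor, anti-KAP1 acceptor beads), 6 hr at 25C.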
TSHR antag – blocks TSH signaling through the human TSH receptor; TSHR-expressing cells, TSH-stimulated cAMP HTRF, 2 h; stronger effect = lower value; P16473; activity change, negative = inhibition, % at 11.5 µM; AID 504810; hit rate 0.2% among 330,000;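 active = activity change below a set negative limit, meaning inhibition stronger than a set level, cut at about -70% in these data; inconclusive = activity change between two set negative limits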; note: % is set by controls: 0 for no effect and ±100 for the full control effect
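Competitive HTRF cAMP read-out (cryptate anti-cAMP antibody, cAMP-d2; 30 min, room temperature) in freshly harvested TSHR cells. Compounds added before TSH at EC80 (4nM final), followed by 2 hours' incubation at 37 deg C.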
USP2a inh – inhibitors of human ubiquitin-specific protease USP2a | USP2 core, Ub-CHOP2 coupled fluorogenic reporter, 485/531 | Potency, µM (doses to about 38.3 µM), for inactives: top-dose activity change, negative = inhibition, actives largely listed as inhibitors | hit rate 0.01% among 330,000;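 note: potency is the fitted concentration of half-maximal effect; plate controls were DMSO wells for no effect and full inhibition by NEM control for full effect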
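USP2 core (10nM final) preincubated 30min RT with compound in 20mM Tris-HCl pH 8.0, 2mM CaCl2, 2mM beta-mercaptoethanol, 0.05% CHAPS; 25nM Ub-CHOP2 plus 25nM reporter substrate added, fluorescence (Ex485/Em531) read after 60min.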
TRPV1 ag – agonists of human vanilloid receptor 1 (TRPV1); TRPV1-expressing cells, Fluo-8 calcium influx, agonist mode; activation, % at 8.33 µM; hit rate 0.19% among 320,000; AID 540275; in the data active = activation above about 80%; inconclusive = between about 30% and that limit; note: 0% is about no effect
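TRPV1-expressing cells were cultured overnight at 35.5C and loaded with Fluo-8 calcium dye for 40 to 90 min at room temperature. After a 10 s baseline, compound was added and calcium influx was read kinetically for 3 min (ex 480/em 520 nm).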
ELG1 DNA repair – inhibitors of ELG1-dependent DNA repair in HEK293T cells | HEK293T ELG1-luciferase reporter, luminescence, 16 h; DNA damage induced by 5-fluorouridine | Potency, µM (highest dose often 46.1 µM), for the others: top-dose activity change, negative = inhibition, hits mostly inhibitors | hit rate 2.3% among 330,000 | AID 504467; note: potency is the fitted concentration of half-maximal effect; % is set by controls: 0 for no effect and ±100 for the full control effect; nearly all actives have a fitted effect of over 55% in size
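Step one: seed 2,000 cells per well. Step two: pin-transfer compound or DMSO alongside 5-fluorouridine. Step three: incubate 16 hr, 37 °C, 5% CO2. Step four: add ONE-Glo, wait 30 min, read luminescence.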
KCNH2 3.1 block – KCNH2 3.1 (human) potassium channel inhibition; AID 720553; activity change, % (tested at about 1.8 µM); hit rate 0.95% among 340,000; U2OS KCNH2 3.1, thallium flux FluxOr; stronger effect = lower value;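 active = maximum activity change below -70%; inconclusive = maximum activity change from -70% to -50%; inactive = maximum activity change above -50%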;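 note: thallium influx rate constant from kinetic fluorescence after stimulation buffer; % is set by controls: 0 for no effect and ±100 for the full control effect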
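FluxOr-based Tl+ influx in U2OS cells transduced with KCNH2 3.1 virus; rate constants normalized to DMSO controls.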
hERG WT inh – KCNH2 (human, wildtype) channel inhibition; hit rate 0.37% among 340,000; AID 720551; Q12809; activity change, % at 1.84 µM; U2OS, BacMam KCNH2, thallium flux FluxOr; stronger effect = lower value;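 active = maximum activity change below -70%; inconclusive = maximum activity change between -70% and -50%; inactive = maximum activity change above -50%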; note: % is set by controls: 0 for no effect and ±100 for the full control effect
Target sequence (Q12809 whole entry, looked up): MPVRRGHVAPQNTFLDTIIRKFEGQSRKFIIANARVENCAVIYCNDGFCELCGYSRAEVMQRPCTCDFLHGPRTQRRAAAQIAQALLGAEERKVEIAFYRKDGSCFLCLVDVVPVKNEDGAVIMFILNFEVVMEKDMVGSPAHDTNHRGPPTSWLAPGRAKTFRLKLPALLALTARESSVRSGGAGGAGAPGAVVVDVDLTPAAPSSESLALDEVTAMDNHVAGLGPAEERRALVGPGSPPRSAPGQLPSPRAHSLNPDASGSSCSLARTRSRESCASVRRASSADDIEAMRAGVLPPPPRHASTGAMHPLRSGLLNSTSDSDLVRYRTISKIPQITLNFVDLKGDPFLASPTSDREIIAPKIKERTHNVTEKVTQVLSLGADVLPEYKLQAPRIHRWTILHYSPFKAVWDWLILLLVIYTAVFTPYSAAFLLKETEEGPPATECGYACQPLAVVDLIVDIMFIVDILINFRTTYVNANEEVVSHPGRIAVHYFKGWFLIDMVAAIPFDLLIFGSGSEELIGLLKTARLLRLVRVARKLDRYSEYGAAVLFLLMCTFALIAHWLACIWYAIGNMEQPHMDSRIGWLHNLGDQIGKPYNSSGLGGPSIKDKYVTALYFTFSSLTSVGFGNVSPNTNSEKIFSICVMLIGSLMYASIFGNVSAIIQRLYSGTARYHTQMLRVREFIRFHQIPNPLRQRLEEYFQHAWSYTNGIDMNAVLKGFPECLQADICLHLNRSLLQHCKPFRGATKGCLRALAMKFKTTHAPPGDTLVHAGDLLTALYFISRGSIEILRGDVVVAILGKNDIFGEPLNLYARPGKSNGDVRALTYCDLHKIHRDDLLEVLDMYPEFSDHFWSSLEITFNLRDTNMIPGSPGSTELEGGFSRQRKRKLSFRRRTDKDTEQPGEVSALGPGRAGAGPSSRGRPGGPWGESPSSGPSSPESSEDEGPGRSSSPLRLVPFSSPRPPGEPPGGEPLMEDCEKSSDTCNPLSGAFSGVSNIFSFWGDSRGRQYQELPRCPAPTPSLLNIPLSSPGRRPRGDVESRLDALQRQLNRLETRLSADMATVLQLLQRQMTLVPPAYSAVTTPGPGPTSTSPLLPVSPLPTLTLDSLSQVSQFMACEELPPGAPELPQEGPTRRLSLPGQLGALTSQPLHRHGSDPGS
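U2OS cells transduced with wild-type KCNH2 virus are loaded with FluxOr dye for 45 min, and thallium flux is measured in kinetic reads before and after stimulation buffer. Rate constants are normalized to DMSO controls.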
Mito fusion yeast – blocks mitochondrial division or promotes mitochondrial fusion | hit rate 0.23% among 320,000 | Potency, µM (top dose mostly 46.1 µM), without a hit: top-dose growth rescue (activation), actives largely listed as activators | S. cerevisiae fusion-defective mutant growth rescue, CellTiterGlo 48 h;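 note: potency is the fitted concentration of half-maximal effect; % of control where 0% means no effect; nearly all actives have a fitted effect of over 45% in size; temperature-sensitive fusion mutants such as fzo1-1 at 37 °C on non-fermentable ethanol glycerol medium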
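Read-out: ATP-based luminescence (CellTiterGlo, 10 min ambient) reporting growth of fusion-defective ts yeast after 48 hours at 37C on glycerol/ethanol YPEG medium in the presence of compound.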
TCR activator – activates T cell receptor signaling; primary human leukocytes, anti-CD3, IL-2 HTRF, 48 h; Potency, µM (top dose mostly 9.22 µM), without a hit: top-dose activation of IL-2 secretion, hits mostly activators; 330,000 tested, under 10 active; note: % of control where 0% means no effect
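IL-2 produced over 48 hr by a-CD3 bead-stimulated primary human leukocytes exposed to compounds was detected with a homogeneous time-resolved FRET immunoassay, 665nm acceptor signal after 320nm excitation.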
Eya2 phos inh – inhibitors of human Eya2 phosphatase activity. O00167. hit rate 0.006% among 330,000. AID 488837. Potency, µM (top dose mostly 76.9 µM), for the others: at the highest dose activity, negative = inhibition, hits mostly inhibitors. recombinant Eya2, OMFP fluorescence dephosphorylation (OMFP is methylfluorescein phosphate); note: potency is the fitted concentration of half-maximal effect; % is set by controls: 0 for no effect and ±100 for the full control effect
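Eya2 (0.2 uM) preincubated 10 min at ambient with compound, then OMFP substrate added at 50 uM; 10 min reaction in 50 mM HEPES pH 7.5, 50 mM NaCl, 5 uM MgCl2, 0.05% BSA, 1 mM DTT. Fluorescence read at Ex 485/Em 525 nm.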
Starred values were filed as active, the others as inactive; ? = inconclusive; / = no result given; & = joins results of further samples; [ ] = dose if it differs, or a comment. Unless noted, calls come from the whole dose curve; as a rule, active = well fitted curve in the direction sought with a large enough effect; inconclusive = small, poorly fitted or top-dose-only effect, or another doubt; inactive = no such curve, though single readings can be large; an effect the other way counts as inactive or inconclusive.

Molecule,Mito fusion yeast,TRPV1 ag,USP2a inh,TCR activator,TSHR antag,KCNH2 3.1 block,ELG1 DNA repair,Eya2 phos inh,hERG WT inh,AT treatment
O=C(c1ccco1)N1CCN(C(=O)c2cc3c(=O)oc4ccccc4c3s2)CC1,1%,0,0%,-1%,-16,5,-9%,9%,17,-3%
CCCCNC(=O)Nc1nc(SCC(=O)OCC)n[nH]1,2%,1,-4%,4%,-4,-22,2%,1%,8,-4%
O=C(CN1CCSC1=NCc1ccccc1)c1ccccc1,-14%,2,3%,4%[46.1 µM],-8,1,0%,-2%,7,0%
O=C1c2ccccc2CCc2ccc(Br)cc21,0%,5,-1%,-4%,10,/,29%,16%,/,9%
Cc1csc(=O)n1CCC(=O)OCC(=O)Nc1cc([N+](=O)[O-])ccc1Cl,-2%,-1,0%,-16%,2,18,?,0%,2,8%
Cc1ccccc1C(=O)N(Cc1nc2ccccc2c(=O)[nH]1)C1CCCC1,21%,0,-6%,-4%,-1,9,?,-18%,7,-3%
O=c1c2ccccc2nc(SCc2ccccc2)n1Cc1ccco1,26%,14,-3%,-4%,-6,-2,?,4%,-2,32%
COc1cccc(CN2CCNC(=O)C2CC(=O)NC2CCCCC2)c1OC (stereo not drawn),2%,2,3%,3%,8,13,23%,-1%,-29,-3%
CCOc1ccc(C(=O)OCC(=O)NCC2CCCO2)cc1 (stereo not drawn),/,/,7%,-4%,/,-3,12%,-25%,-11,-1%
COc1ccccc1CNC(=O)C(c1ccccc1)c1ccccc1,3%,6,4%,-4%,-7,-1,10%,-1%,2,8%
O=C(COc1cccnc1[N+](=O)[O-])Nc1ccc(N2CCOCC2)cc1,-3%,1,1%,7%,1,1,5%,-2%,4,3%
Cc1cc(N=Cc2c(O)ccc3cc(Br)ccc23)no1,?,1,2%,0%[46.1 µM],-7,7,-18%,-3%,1,5%
O=Cc1ccc(OC(=O)C2CC(=O)N(c3ccc(F)cc3)C2)cc1 (stereo not drawn),-3%,-3,-2%,-6%,6,9,-1%,3%,6,/
Cc1cc(CN2CCCC(N3CCc4ccccc4C3)C2)cc(C)c1O (stereo not drawn),-1%,-3,-1%,2%,3,12,1%,11%,2,3%
COC(=O)C1=C(C)N(CC2CC2)C(=NCCN2CCOCC2)N[C@H]1c1ccccc1,-1%&-3%,3&-1,0%&5%,-3%,-5&2,-9,-14%,14%&-9%,20,4%&-6%
CCCCN1C2CCCC1CC(NC(=O)c1cccc(Cl)c1)C2 (stereo not drawn),-2%,-4,0%,-2%,-5,-8,-7%,11%,21,-1%
CC(Oc1cc(F)ccc1[N+](=O)[O-])C(=O)N(C)CC(=O)Nc1ccccc1C(F)(F)F (stereo not drawn),1%,1,-4%,-4%,-2,8,-8%,-27%,13,-2%
COCCNC(=O)/C(C#N)=C/c1ccc(OCc2ccccc2)cc1,9%,17,2%,-1%,-15,0,-13%,-7%,-2,-4%
CCN(CC)S(=O)(=O)c1ccc(/C=C/C(=O)OCC#N)cc1,4%,1,7%,-7%,-3,7,-2%,-3%,0,-9%
COC(=O)c1ccc(/C=N\n2c(C)nnc2C)cc1,-2%,-1,-2%,7%,17,7,0%,-4%,-13,/
COc1ccc(NC(=O)c2nc(C)n(-c3ccc([N+](=O)[O-])cc3)n2)cc1,8%,0,1%,4%,-3,-10,6%,12%,30,1%
Cc1ccoc1C(=O)N1CCCCC1C(=O)O (stereo not drawn),-6%,-4,4%,-5%,2,2,9%,19%,5,-5%
COc1ccc(NC(=O)CN(C)C(=O)c2ccccc2OC)cc1,-3%,1,2%,1%,-5,-2,?,-10%,-11,2%
CCOC(=O)NC(c1cccc(Cl)c1)C1CCCCCC1=O (stereo not drawn),1%,-10,0%,4%,15,-38,15%,-15%,-8,-1%
N#Cc1ccc(C[C@@H](NS(=O)(=O)c2ccc(C(=O)O)cc2)C(=O)O)cc1,-4%,/,-3%,/,28,/,/,-4%,/,7%
CCOC(=O)Cn1c(=O)oc2cc(S(=O)(=O)NCc3ccccn3)ccc21,0%,0,0%,8%,6,-12,7%,-11%,5,1%
CCN(CC(=O)Nc1ccccc1OC)C(=O)CCOc1ccc(C(C)(C)C)cc1,2%,27,2%,-5%,0,-1,-4%,-1%,-4,15%
COc1ccc(C(=O)Nc2cc(C)nn2-c2cccc(F)c2)cc1,11%,0,3%,9%,-5,-4,14%,-4%,2,14%
Cc1cc([N+](=O)[O-])nn1CCCC(=O)NCc1ccc(F)cc1,1%,3,3%,-5%,12,14,16%,2%,1,1%
CN(CC(=O)Nc1ccccc1C(=O)NC1CC1)Cc1ccc(Cl)cc1,3%,13,2%,6%,20,9,-6%,-14%,11,1%
O=C1C(=O)N(Cc2ccccc2)C(=O)N1CCOc1ccccc1,-2%,23,10%,-1%,-1,8,-11%,3%,1,7%
COc1ccc2oc(C(=O)NCCc3ccccc3)c(C)c2c1,18%,5,2%,-1%,-3,17,?,5%,-5,1%
COc1cc(NCc2ccccc2)c2ncn(C(C)C)c2c1,?,?,0%,-5%,-11,-13,-7%,-13%,-3,5%
CCCOC(=O)c1ccc2c(c1)C(=O)N(c1ccccc1)C2=O,-1%,/,0%,-1%,-10,?,10%,1%,10,14%
O=C1N/C(=C\c2ccc(O)cc2)C(=O)c2ccccc21,-6%,-1,-1%,5%,6,-2,15%,-7%,-22,19%
O=C(CN1CCC(n2nnc3ccccc32)CC1)Nc1ccc2c(c1)CCC2,19%,4,3%,1%,-2,-4,-18%,4%,4,-5%
Cc1ccc(C(C)C)c(OCC(=O)N/N=C/c2ccc(S(=O)(=O)O)o2)c1,2%,-1,3%,-7%,8,2,4%,6%,-1,14µM*
O=C(NCC(c1cccs1)N1CCOCC1)c1ccc(Cl)nc1 (stereo not drawn),2%,1,4%,-2%,5,-15,-12%,11%,-2,3%
COc1ccc(Cl)cc1NC(=O)C1(c2cccs2)CCOCC1,20%,28,-1%,1%,1,32,11%,-20%,8,-1%
COC(=O)[C@@]1(C)[C@H]2C(=O)N(Cc3ccccc3)C(=O)[C@H]2[C@H]2CN=C(SCc3ccccc3)N21,/,/,-10%,3%[46.1 µM],23,-14,-23%,-17%,27,11%
O=S(=O)(c1ccc2c(c1)OCCO2)N1CCN(S(=O)(=O)c2c(F)cc(F)cc2F)CC1,/,/,5%,-5%,-12,/,0%,12%,/,14%
CCN(CC)S(=O)(=O)c1cccc(C(=O)c2c(C)cc3ccccn23)c1,?,-4,-12%,-23%[46.1 µM],-14,-3,?,0%,-17,-7%
CS(=O)(=O)c1ccccc1-c1nc(-c2cc(C(F)(F)F)cc(C(F)(F)F)c2)no1,0%,1,1%,1%,-4,12,1%,-2%,7,-4%
Cc1ccccc1-c1nc(CS(=O)(=O)CC(=O)NCCc2ccccc2)c(C)o1,16%,4,-4%,6%,5,2,?,-22%,8,5%

Only part of the results is shown; rates above refer to the full screens.
